Screens from PubChem BioAssay.
14-3-3 PPI: modulators of 14-3-3 gamma protein binding, primary screen, biochemical, fluorescence polarization | 14-3-3 protein gamma (Homo sapiens), P61981 | FP, 14-3-3gamma / TMR-pS259-Raf peptide binding | inhibition, % at 40 µM | 160,000 compounds, 0.19% hits; in the data active = inhibition above about 30%;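 also: 0% = protein plus tracer without compound and 100% = blank with tracer alone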
Target sequence (P61981 whole entry, looked up): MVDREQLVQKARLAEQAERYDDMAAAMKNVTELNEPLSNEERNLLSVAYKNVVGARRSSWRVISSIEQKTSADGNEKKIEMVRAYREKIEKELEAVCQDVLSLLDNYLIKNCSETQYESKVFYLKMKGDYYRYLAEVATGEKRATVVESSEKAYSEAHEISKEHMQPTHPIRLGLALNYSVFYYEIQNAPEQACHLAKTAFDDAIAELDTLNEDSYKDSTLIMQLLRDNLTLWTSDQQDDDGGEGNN
Numbers without * were called inactive; & = joins results of further samples.

compound	14-3-3 PPI
Cc1cccc(C(=O)Nc2ccc(Cl)c(C(N)=O)c2)c1	1.6
CCC1C(=O)C(C)(C)C(=O)OC1c1ccccc1 (centres undefined)	-4.2
O=C1CCCC2=C1C(c1cccnc1)c1c(nc(SCc3ccccc3Cl)[nH]c1=O)N2 (centres undefined)	-11.7
COc1ccc(C(C)N2CC34C=CC(O3)C(C(=O)OCC(C)C)C4C2=O)cc1 (centres undefined)	3.2
COc1ccc(C(=O)Oc2ccc3c4c(c(=O)oc3c2)CCC4)cc1	0.1
CC(N=Cc1cccc(O)c1O)c1ccccc1 (centres undefined)	-0.3
O=C1CN(C(=O)C2CCCC2)C(c2ccc(F)cc2)c2cc(Br)ccc2N1 (centres undefined)	-5.1
CCCN(CCC)c1nc2ccccc2nc1C(C#N)C(=O)OCCOC (centres undefined)	-10.5
COc1ccc(C2=NN(C(=O)CSC3=NCCS3)C(c3cccc(OC)c3OC)C2)cc1 (centres undefined)	3.6
CCOC(=O)CC1=NC(=O)CS1	-4.8
COCCCn1c(=S)[nH]c2ccc(Cl)cc2c1=O	4.3
Cc1ccc(NC(=O)CSc2nnc(COc3ccc(C#N)cc3)n2-c2ccccc2)cc1C	-6.7
COc1ccc(CNC(=O)c2ccc(NC(=O)C3CCCO3)cc2)cc1 (centres undefined)	-4.2
Cc1cc(=O)n2nc(N3CCCC(C(=O)N4CCOCC4)C3)sc2n1 (centres undefined)	-2.0
COCCn1c(=O)[nH]c2cc(C(=O)NCc3ccco3)ccc2c1=O	-1.7
COc1ccc(-c2noc(CCC(=O)NCCCN3CCC(Cc4ccccc4)CC3)n2)cc1	-39.5
O=C(O)C1CC(=O)N(CCc2ccccc2)C1 (centres undefined)	5.6
Cc1ccc2c(c1)nnn2C1CCN(CC(=O)NCCc2nc3ccccc3[nH]2)CC1	-5.1
COC(=O)c1ccccc1NC(=O)c1cc(C2CC2)on1	1.2
CCCNC(=O)CSc1nc2nc(C)c(Cc3ccc(C)cc3)c(C)n2n1	-4.2
CC(=O)Nc1c2c3c(cccc3n(C)c1=O)C(=O)c1ccccc1-2	-5.8&-9.5
COCCCNc1nc2c(c(=O)n(C)c(=O)n2C)n1Cc1cccc(OC)c1	2.0
OC1CCCN(Cc2cccc3ccccc23)C1 (centres undefined)	-4.4
CC(CN1CCCCC1)OC(=O)c1ccc2c(c1)OCO2 (centres undefined)	-2.0
CC(c1ccccc1)n1cc(C(=O)NCc2ccccn2)nn1 (centres undefined)	-8.3
COC(=O)C1=C(C)N(C)C(C)=C(C(=O)OC)C1c1cc(OC)c(OC)c(OC)c1	0.0
CS(=O)(=O)N1CCN(C(=O)c2ccncc2)CC1	-6.7
COc1ccccc1-n1c(-c2nn(C)cc2Cl)n[nH]c1=S	4.4
COC(=O)c1sc2nc(N3CCCCC3)c3c(c2c1N)CC(C)(C)OC3	2.8
CCOC(=O)c1cnc2ccc(C(=O)OC)cc2c1Nc1ccc(OC(C)C)cc1	-10.5
Cc1ccc(S(=O)(=O)N2CCN(C(=O)COC(=O)COc3ccccc3)CC2)cc1	-6.9
CN(C)c1ccc(NC(=O)CSc2nc3ccccc3c(=O)n2C2CCCC2)cc1	3.7
Cc1ccc(Nc2nnc(-c3ccc(C)c(S(=O)(=O)NCC4CCCO4)c3)c3ccccc23)c(C)c1 (centres undefined)	-10.2
CCOC(=O)C1=C(C)Nc2ncnn2C1c1ccccc1 (centres undefined)	4.2
CC(=O)c1sc(NC(=O)c2ccccc2F)nc1C	-5.9
Cc1cc(OCC(=O)Nc2ccc(C(=O)OC(C)C)cc2)cc(C)c1Cl	-6.2
NCC(O)COc1ccc2c(c1)OCO2 (centres undefined)	-15.7
CC(C)(C)c1ccc(C(=O)Nc2cc(C(=O)NCc3cccc(Cl)c3)ccc2N2CC3CC(C2)c2cccc(=O)n2C3)cc1 (centres undefined)	-13.7
CCOC(=O)c1cc2c(=O)n3ccccc3nc2n(CC(C)C)c1=NC(=O)c1cccc2ccccc12	-3.5
CC(C)(C)c1ccc(C(=O)N2CCC(C(=O)NCc3ccncc3)CC2)cc1	0.2
COc1ccc(C2C3=C(Nc4ncnn42)c2ccccc2OC3c2ccccc2Cl)cc1OC (centres undefined)	-5.1
CC(=O)OCP(C)(=O)COC(C)=O	1.8
Cc1ccc(N2CCN(S(=O)(=O)c3ccc4[nH]c(=O)c(=O)[nH]c4c3)CC2C)cc1 (centres undefined)	-1.9
CCCCOc1ccc(NC2=NC3(CCCC3)N=C(N)N2)cc1	-0.1
Cn1c(CSc2nc3ccc(Br)cc3[nH]2)nc2ccccc21	2.8&0.7
Cc1ccc(C(=O)Nc2ccccc2C(=O)NCc2ccco2)cc1S(=O)(=O)N1CCCCC1	-11.2
Cc1ccc(-c2nn3c(C)nnc3s2)cc1NCc1c(F)cccc1Cl	7.8
Cc1nc2cc(NC(=O)COc3ccc(C#N)cc3)ccc2n1-c1ccccc1	-10.2
c1ccc(-c2nc[nH]c2-c2ccccc2)cc1	-12.2
Cc1cccc2oc(-c3cccc(N=Cc4cc(Cl)ccc4O)c3)nc12	-25.5

Retrieved one by one from the list above (6):
compound	14-3-3 PPI
COC(=O)c1ccccc1NC(=O)c1cc(C2CC2)on1	1.2
Cc1ccc2c(c1)nnn2C1CCN(CC(=O)NCCc2nc3ccccc3[nH]2)CC1	-5.1
CS(=O)(=O)N1CCN(C(=O)c2ccncc2)CC1	-6.7
COc1ccc(C2C3=C(Nc4ncnn42)c2ccccc2OC3c2ccccc2Cl)cc1OC (centres undefined)	-5.1
CCCN(CCC)c1nc2ccccc2nc1C(C#N)C(=O)OCCOC (centres undefined)	-10.5
Cc1cc(=O)n2nc(N3CCCC(C(=O)N4CCOCC4)C3)sc2n1 (centres undefined)	-2.0

(next part)
compound	14-3-3 PPI
O=C(CCn1c(=O)oc2ccccc21)Nc1nccs1	-0.7&-2.5
O=C(C1CCC1)N1CCc2cc(S(=O)(=O)NCCN3CCOCC3)ccc21	-2.8
N#CC(C(=O)Nc1cccc(Cl)c1)=C1Nc2ccccc2N1	7.9
CCC(=O)N1CCc2cc(Br)cc(S(=O)(=O)NCCN3CCC(Cc4ccccc4)CC3)c21	-36.6
CCOc1ccc2nc(NC(=O)C(CCSC)NS(=O)(=O)c3cccs3)sc2c1 (centres undefined)	-4.9
COc1ccc([N+](=O)[O-])cc1NC(=O)Cn1cnc2sc(C)cc2c1=O	5.0
Cc1nnc(NC(=O)CCN2C(=O)C3C4C=CC(C4)C3C2=O)nc1C (centres undefined)	-1.5
CC1=C(C(=O)Nc2ccc(C)cc2)C(c2ccc(N(C)C)cc2)NC(=O)N1 (centres undefined)	-2.6
CC(C(=O)O)n1cnc2scc(-c3ccc(Br)cc3)c2c1=O (centres undefined)	-2.4
CC(C)CCn1c(CN2CCN(Cc3ccccc3)CC2)nc2c1c(=O)n(C)c(=O)n2C	2.6
O=C(O)c1ccccc1NCc1ccc(Cl)c([N+](=O)[O-])c1	-7.3
CCc1nc2n[nH]c(N)c2c2c1CSC(C)(C)C2	2.4
O=C(O)CCCC(=O)Nc1ccc(C(=O)N2CCCCC2)cc1	-1.7
Cc1c(C(=O)OCc2ccccc2)[nH]c2c1C(=O)CC(c1ccco1)C2 (centres undefined)	-0.1
CC1CCc2c(sc3nc(SCC(=O)NCc4ccco4)nc(N)c23)C1 (centres undefined)	-8.5
O=C(Nc1ccc(O)c(-c2nc3ccccc3s2)c1)c1ccccc1[N+](=O)[O-]	-22.6
CNc1nc(C)cc(COC)c1C#N	-6.9
CC(=O)CSc1nc(-c2cccs2)cc(C(F)(F)F)c1C#N	-18.0
CN(C)Cc1c(O)ccc2cc(-c3nc4ccccc4n3C)c(=O)oc12	2.4
Cc1ccc(CCN2C(=O)CN(C3CCCCC3)C(=O)C2c2ccc(F)cc2)cc1 (centres undefined)	-10.2
Cc1ccccc1NS(=O)(=O)c1cc(C(=O)Nc2ccccc2)ccc1Br	-5.7
COCCCNC(CC(=O)Nc1ccc(N(C)C)cc1)C(=O)O (centres undefined)	-8.4
Cn1c(=O)c2[nH]cnc2n(C)c1=O	-2.3&4.0
Cn1c(=O)[nH]c(=O)c2c1nc(SCC(=O)Nc1ccccc1)n2Cc1ccccc1	-3.9&-4.2
O=c1[nH]cc(Nc2ccccc2)c(=O)[nH]1	-8.3
Cc1ccc(Nc2cc(C(=O)NCCN3CCCCCC3)c3ccccc3n2)c(C)c1	11.6
COc1ccc(C(=O)Cn2nnc(-c3ccccc3NC(=O)C3CC3)n2)cc1	4.4
C=CCNC(=O)c1ccc(N2CCOCC2)c(NS(=O)(=O)c2ccc(OC)cc2)c1	-14.8
OC(COc1ccc2c(c1)CCC2)Cn1cnc2ccccc21 (centres undefined)	-3.8
COc1cc(NC(=O)c2ccccc2)c(OC)cc1NC(C)=O	1.9
COc1ccc(OC)c(NS(=O)(=O)c2nc3nc(C)cc(C)n3n2)c1	-7.4
CCOc1ccccc1NC(=O)c1ccccc1N(C)S(C)(=O)=O	0.4
O=C(CCS(=O)(=O)c1ccc(Br)cc1)NCc1cccs1	1.2&-1.3
CCc1cc(=O)oc2cc3occ(C)c3cc12	-9.5
Cc1ccc(S(=O)(=O)N(CC(O)CN2C(=O)NC(C)(C)C2=O)c2cccc([N+](=O)[O-])c2)cc1 (centres undefined)	-0.9
COc1ccc(N(CC(=O)N2CCN(c3ccccc3OC)CC2)S(C)(=O)=O)cc1OC	-11.2
Cc1ccc(OCC(O)Cn2c[n+](C)c3cc(C)c(C)cc32)cc1 (centres undefined)	1.4
CC(C)c1ccc(C#N)c(SCC(=O)Nc2ccc(C(=O)O)cc2)n1	-5.3
NC(=O)C1(N2CCCCC2)CCN(C(=O)c2cc3c(=O)oc4ccccc4c3s2)CC1	0.7
CC(=O)NCCn1c(SCC(=O)c2ccccc2)nc2ccccc2c1=O	-4.5&3.7
Cn1c(-c2ccc(F)cc2)csc1=Nc1ccccc1	-6.2
CCOC(=O)c1[nH]cnc1C(=O)Nc1ccccn1	8.0
COc1ccc(C2CC(c3ccccc3C)n3nnnc3N2)cc1 (centres undefined)	1.3
Cn1c(=O)c2c(nc(SCc3cccnc3)n2Cc2ccccc2)n(C)c1=O	-12.6
O=C(Cn1c(=O)n(-c2ccccc2)c(=O)c2sccc21)NCCc1ccccc1	5.0
CS(=O)(=O)N1CCN(Cc2c[nH]c3ccccc23)CC1	-8.2
NS(=O)(=O)c1ccc(NC(=O)c2cc3c(n(-c4ccccc4)c2=O)CCCC3=O)cc1	-2.1
CCOC(=O)c1cnc2c(ccc3ccccc32)c1Nc1cccc([N+](=O)[O-])c1	5.4
CCOC(=O)CSc1nc2c(sc3ccc([N+](=O)[O-])cc32)c(=O)n1Cc1ccccc1	11.7
Cc1c(C)n(CC(O)CNc2ccc(Br)cc2)c2ccccc12 (centres undefined)	-5.7

Later entries
compound	14-3-3 PPI
Cc1ccc(OCC(=O)n2nc(C)cc2C)c(Br)c1	5.2&2.5
CCOc1ccc(-n2ccnc2SCC(=O)N2CCCc3ccccc32)cc1	-0.9
CSc1cnn(-c2ccccc2)c(=O)c1SC	-8.4
CCOC(=O)Cn1c(=O)c2c(nc3n2CCS3)n(C)c1=O	-9.4
COc1cccc(C(O)c2cccs2)c1 (centres undefined)	-73.6
O=C(O)c1cc2cc(-c3ccccc3)sc2s1	-12.8
O=C(Nc1ccc(Cl)cn1)c1ccc([N+](=O)[O-])cc1Cl	-4.4
O=S1(=O)CCN2C(Cc3ccc(SC(F)F)cc3)=CSC2=N1	-6.0
CC(=Nc1ccc2c(c1)nc(CO)n2C)C1=C(O)CC(C)(C)CC1=O	0.1
Cc1ccc(/C(O)=C2\C(=O)C(=O)N(CCCn3ccnc3)C2c2cccnc2)cc1 (centres undefined)	-4.0
CN1C(=O)c2ccccc2Sc2ccc(NC(=O)NC3CC3)cc21	0.0
CCc1ccc(C2=CC(c3ccc(Br)cc3)n3ncnc3N2)cc1 (centres undefined)	-1.1
O=C1CC(c2ccc([N+](=O)[O-])cc2)C2=C(CCCC2=O)N1 (centres undefined)	-4.2
CC(=O)c1c(Nc2ccc3c(c2)OCCO3)oc(C)cc1=O	-0.8
Cc1ccc(SCc2cc(=O)n3[nH]c(C)nc3n2)cc1	-10.3
COc1cc(OC)c(OC)cc1CNCc1ccc(OC)c(OC)c1	-4.8
CCOc1ccc(NC(=O)C2CC(=O)N(C)C(=Nc3ccc4c(c3)OCO4)S2)cc1 (centres undefined)	-7.8
CCc1ccc(C(=O)N2CCN(c3ccc([N+](=O)[O-])c(-n4nc(C)cc4C)c3)CC2)cc1	-3.8
CC(=O)c1ccc(NC(=NS(=O)(=O)c2ccc(C)cc2)c2ccccc2)cc1	-4.6
COc1ccc(-c2nc3ccccc3c(=O)n2Cc2ccccc2C)cc1OC	1.2
CCCNC(=O)CC(NS(=O)(=O)c1ccc(C)cc1)c1ccco1 (centres undefined)	-0.5
CCN(CC)C(=O)Cn1c(=O)n(-c2ccccc2)c(=O)c2c3c(sc21)CCC3	0.8
CCCCN(CCCC)C1=C(C(=O)c2ccccc2)N(C)S(=O)(=O)c2ccccc21	1.4
O=C(CN1CCN(c2ccccn2)CC1)N1c2ccccc2Sc2ccc(C(F)(F)F)cc21	1.8
Cc1nc(NC(=O)c2c(-c3ccccc3)noc2C)sc1C(=O)N(C)C	-4.5
S=C1NCN(CCc2ccccc2)CN1	-2.1
CCn1cc(C(=O)Nc2cc(C)c(Cl)cc2OC)c(=O)c2ccc(C)nc21	-4.2
CCOc1ccc(NC(=O)c2sc3nc4c(c(-c5ccc(OC)cc5)c3c2N)C(=O)CC(C)(C)C4)cc1	6.0
Cc1n[nH]c(C)c1S(=O)(=O)N1CCC(C(=O)Nc2nc3c(C)cccc3s2)CC1	2.6

These rows are one share of the data; count on the stated rates, not on these rows.
